From PubChem
TEAD-YAP block – TEAD-YAP interaction inhibition | HEK-TIYL cells, TEAD-Gal4/YAP UAS-luciferase luminescence | inhibition, % at 9.12 µM | hit rate 1.4% among 640,000; in the data active = inhibition above about 32%;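 note: 0% = median of test compound wells and 100% = reference inhibitor wells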
FBW7 act – human FBW7 E3 ligase activation, primary screen; Q969H0; AlphaScreen FBW7–phospho-cyclin E peptide binding, activator screen; normalized activity (activation), % at 26.1 µM; hit rate 0.13% among 650,000; AID 1259310; in the data active = normalized activity above about 1.9%;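 note: purified mutant Fbw7 with reduced substrate affinity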
GPR151 activ – activators of human GPR151; PathHunter beta-arrestin GPR151 cells, luminescence; Q8TDV0; activation, % at 11.2 µM; hit rate 1% among 650,000; in the data active = activation above about 4.9%;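 note: 0% = median of compound wells and 100% = cells with positive control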
Target sequence (Q8TDV0 whole entry, looked up): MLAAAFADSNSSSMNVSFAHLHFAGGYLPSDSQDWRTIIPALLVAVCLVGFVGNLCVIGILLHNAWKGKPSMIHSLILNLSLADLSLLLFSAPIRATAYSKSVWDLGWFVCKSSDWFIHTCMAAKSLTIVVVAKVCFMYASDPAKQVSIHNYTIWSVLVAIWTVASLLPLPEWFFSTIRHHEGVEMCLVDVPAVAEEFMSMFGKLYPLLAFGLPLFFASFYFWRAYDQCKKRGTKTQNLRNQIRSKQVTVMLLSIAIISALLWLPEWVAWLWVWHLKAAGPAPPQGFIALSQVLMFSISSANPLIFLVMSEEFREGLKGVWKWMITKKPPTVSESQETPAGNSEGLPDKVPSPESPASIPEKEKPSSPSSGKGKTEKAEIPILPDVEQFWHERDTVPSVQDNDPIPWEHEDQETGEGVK
MITF primary – human MITF inhibition, primary screen; inhibition, % at 2.6 µM; AlphaScreen MITF homodimerization, bead proximity signal; hit rate 0.91% among 650,000; AID 1259374; O75030; in the data active = inhibition above about 50%;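 note: 0% = vehicle wells with protein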
Target sequence (O75030 whole entry, looked up): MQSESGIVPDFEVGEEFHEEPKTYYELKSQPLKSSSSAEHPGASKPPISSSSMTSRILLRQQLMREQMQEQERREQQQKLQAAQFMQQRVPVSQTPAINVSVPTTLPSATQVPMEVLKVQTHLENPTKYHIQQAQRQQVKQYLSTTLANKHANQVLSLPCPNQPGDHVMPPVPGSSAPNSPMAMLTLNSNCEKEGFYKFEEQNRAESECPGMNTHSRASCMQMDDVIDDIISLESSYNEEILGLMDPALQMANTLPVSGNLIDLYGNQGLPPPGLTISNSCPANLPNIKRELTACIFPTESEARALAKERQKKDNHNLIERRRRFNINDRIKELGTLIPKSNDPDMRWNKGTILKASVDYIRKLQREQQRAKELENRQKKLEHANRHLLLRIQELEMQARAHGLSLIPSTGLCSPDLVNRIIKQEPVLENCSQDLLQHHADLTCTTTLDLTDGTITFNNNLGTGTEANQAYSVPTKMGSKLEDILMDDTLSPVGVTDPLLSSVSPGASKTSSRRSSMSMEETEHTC
The depositor's hits bear a star.

mol | TEAD-YAP block | FBW7 act | GPR151 activ | MITF primary
CCC1CCC(c2ccc(C3=N/C(=C/c4ccc(SC)cc4)C(=O)O3)cc2)CC1 (stereo unspecified) | 5.8 | -0.2 | 0.2 | -1.4
COc1ccc(NC(=O)CCCn2c(=S)[nH]c3ccccc3c2=O)cc1OC | -12.4 | 0.0 | 0.8 | -4.9
O=C(/C=C/c1cccc2ccccc12)Nc1ccc(S(=O)(=O)N2CCCC2)cc1 | 13.5 | 0.4 | -0.3 | 10.9
CCCCC(=O)N1CCN(c2ccc([N+](=O)[O-])cc2)CC1 | 4.8 | 0.1 | -0.3 | 8.7
O=C1CC(c2cccs2)c2ccc3ccccc3c2N1 (stereo unspecified) | -4.6 | 0.5 | -1.2 | 22.1
O=C1CCCc2oc3c(cc(NS(=O)(=O)c4ccc(Br)cc4)c4ccccc43)c21 | 6.3 | 0.1 | -0.4 | 19.2
O=C1NC(=S)N(c2ccccc2)C(=O)/C1=C/c1ccccc1 | 4.2 | 0.2 | 0.4 | 17.4
CC(C)NC(=O)CSc1nnc(NC(=O)C23CC4CC(CC(C4)C2)C3)s1 | 5.5 | -0.1 | 1.4 | -11.9
Cc1cccc(OCc2nc(-c3ccc([N+](=O)[O-])cc3)no2)c1 | 3.5 | 0.2 | 1.3 | 17.1
CC1CCN(C(=O)CCc2nnc(Cc3cccc(C(F)(F)F)c3)o2)CC1 | -57.9 | 0.2 | -1.2 | -23.9
CCOc1ccc(-n2c(=S)sc3c(=O)n(-c4ccccc4C)c(SCC(=O)Nc4ccc(C)cc4)nc32)cc1 | 10.6 | 0.0 | -0.8 | 6.6
O=C(c1ccc2cc[nH]c2c1)N1CCC[C@@H]2CN(Cc3ccsc3)CC[C@H]21 | 5.4 | -0.1 | 0.7 | 18.2
Cc1nc2ccccc2n1C(F)(F)C(O)c1ccco1 (stereo unspecified) | 9.6 | 0.1 | 1.9 | 2.9
COCCNC(=O)c1ccc2c(=O)n(Cc3ccco3)c(SCC(=O)NCCC3=CCCCC3)nc2c1 | 23.1 | -0.1 | 2.2 | -10.7
COc1ccc(NC(=O)CC2CCC2)cc1 | -38.5 | -0.2 | 0.0 | 3.3
COc1ccc(CNC(=O)CCC(=O)Nc2nc(-c3cc4ccccc4oc3=O)cs2)cc1 | -20.3 | 0.1 | 0.4 | -3.8
COCCCNC(=O)C1c2ccccc2C(=O)N2CCc3cc(OC)c(OC)cc3C12 (stereo unspecified) | -9.3 | 0.0 | -0.3 | 1.9
CCCC1(C(=O)OCC)NC(c2ccco2)C2C(=O)N(c3ccc(OC)cc3)C(=O)C21 (stereo unspecified) | 8.9 | 0.0 | -0.9 | 35.2
Cc1ccc2cc(C#N)c(SCC(=O)OC(C)C)nc2c1 | -33.8 | 0.1 | -0.1 | 9.2
O=C(NCC1Cc2cc(-c3cnccn3)cc(Cl)c2O1)C1=CCCC1 (stereo unspecified) | 1.6 | 0.0 | -1.2 | 17.7
NC(=O)C1CCN(C2CC(=O)N(Cc3ccc(N4CCCC4=O)cc3)C2=O)CC1 (stereo unspecified) | -3.9 | -0.1 | 0.3 | 8.2
O=C(c1ccc2c(c1)[nH]c(=S)n1c3ccccc3nc21)N1CCN(c2ccccc2)CC1 | -9.7 | 0.9 | 0.5 | 5.1
c1ccc(CCNc2ccc(-c3ccc4c(c3)OCO4)cn2)nc1 | -63.3 | -0.3 | -0.7 | 15.7
COC(=O)c1ccc(NC(=O)CSc2nc3ccccc3c(=O)[nH]2)cc1 | 10.5 | -0.1 | -1.2 | -10.5
COc1ccc(C2CC(c3cccs3)=NN2c2nc(-c3ccc(C)c(C)c3)cs2)cc1OC (stereo unspecified) | -7.8 | 0.9 | -1.5 | 16.6
N#CC1=C(N)OC2=C(C(=O)CCC2)C12C(=O)Nc1ccc(Br)cc12 (stereo unspecified) | 3.0 | 0.0 | -0.3 | 10.0
NS(=O)(=O)c1ccc(CCNc2ccc(S(=O)(=O)N3CCCC3)cn2)cc1 | -1.1 | 0.0 | -0.1 | -17.1
C=CCn1c(SCC(=O)Nc2ccc3c(c2)CCC3)nnc1-c1cccs1 | 6.8 | 0.0 | -0.3 | -0.4
CCCCN(C(=O)c1cc2c(=O)n(C)c(=O)n(C)c2s1)c1ccccc1 | -1.4 | -0.2 | -0.8 | -12.1
Cc1ccc2c(c1)N(C(=O)CCC(=O)N1CCc3ccccc3C1)CCO2 | 4.0 | -0.1 | 0.1 | -2.0

The closing two records of the section above come first, to join the parts:
mol | TEAD-YAP block | FBW7 act | GPR151 activ | MITF primary
CCCCN(C(=O)c1cc2c(=O)n(C)c(=O)n(C)c2s1)c1ccccc1 | -1.4 | -0.2 | -0.8 | -12.1
Cc1ccc2c(c1)N(C(=O)CCC(=O)N1CCc3ccccc3C1)CCO2 | 4.0 | -0.1 | 0.1 | -2.0
C=CCc1cccc2cc(C(=O)NNC(=O)c3ccncc3)c(=O)oc12 | -3.3 | 0.1 | 0.2 | 8.0
COc1ccc(NC(=O)c2sc3ncn(CC(=O)N4CCN(c5ccccn5)CC4)c(=O)c3c2C)c(OC)c1 | 2.8 | 0.1 | -0.5 | 5.9
COc1ccccc1CNc1nc2ccccc2nc1NS(=O)(=O)c1ccccc1 | -1.4 | 0.2 | 0.0 | -2.8
CC1(C)c2ccccc2N2CC(=O)NC21/C=C/c1cccc2ccccc12 (stereo unspecified) | -5.0 | -0.1 | 1.2 | 7.5
CCOC(=O)c1sc(N)c(C#N)c1COC(=O)CC1Sc2ccccc2NC1=O (stereo unspecified) | 2.6 | 0.4 | 0.8 | 8.7
Clc1cc2c(c3ncccc13)OCN(C1CCCC1)C2 | 65.7* | -1.3 | -0.1 | 97.3*
CC[C@@H](Cn1nc(-c2cccs2)ccc1=O)NC(=O)CCn1cnc2ccccc21 | 2.0 | -0.1 | 1.0 | -8.9
Cc1cccc(NC(=O)CCNC(=O)OCC(C)C)c1 | -0.4 | -0.1 | 0.0 | -5.2
COC(=O)c1cc(CNC(=O)c2cccnc2)cc(NS(=O)(=O)c2ccc(F)cc2)c1 | -4.2 | -0.1 | 0.6 | 2.3
O=[N+]([O-])c1ccccc1S(=O)(=O)N1CCN(C2CCCC2)CC1 | 3.2 | -0.2 | 0.6 | 11.4
Cn1ncc([N+](=O)[O-])c1C(=O)Nc1ccccc1C(=O)O | 1.9 | 0.1 | 0.2 | 1.5
COc1ccc(/C=N/NC(=O)COc2ccc(C(C)C)cc2)cc1 | 2.3 | 0.0 | 0.9 | 6.3
CC(C)c1nc2ccccc2c2nn(CC(=O)N3CCNC(=O)C3(C)C)c(=O)n12 | 6.8 | 0.2 | 1.4 | 6.1
O=c1[nH]c(=S)n(-c2ccccc2)c(O)c1/C=C1\C=CC=N1 | -7.8 | 0.1 | 0.3 | -6.9
CCOC(=O)CCn1c(=O)c2c(nc3n(-c4ccc(C)cc4)c(C)cn23)n(C)c1=O | -4.3 | 0.2 | -0.1 | -3.3
COC(=O)c1ccccc1NC(=O)CSc1nc2ccccc2c(=O)n1CCCC(=O)NCc1ccco1 | 2.4 | 0.1 | 0.2 | 9.1
O=[N+]([O-])c1ccc(-c2n[nH]c(=S)n2Cc2ccccc2)cc1 | 0.8 | -0.2 | 1.2 | -17.8
c1coc(CNc2nccn3c(-c4ccsc4)cnc23)c1 | -59.8 | 0.2 | -0.1 | 14.7
COc1cc(/C=C2/C(=O)NN(c3ccc(Cl)c(Cl)c3)C2=O)ccc1O | 1.5 | 0.0 | 0.6 | 6.2
COc1ccc(C(=O)/C=C\c2cn(CCC(=O)O)nc2-c2ccc(OC)c(OC)c2)cc1 | -4.7 | -0.1 | -1.2 | -15.0
O=C(C1=C(O)C(=O)N(CCCN2CCOCC2)C1c1cccc(Br)c1)c1ccco1 (stereo unspecified) | -4.5 | -0.1 | -1.1 | 4.7
COc1ccc(CN2CCc3nnc(C(NC(=O)c4ccccn4)C(C)C)n3CC2)cc1C (stereo unspecified) | -1.8 | 0.1 | 1.8 | 0.5
CCN(CC)C(=O)CSc1nnc(-c2ccncc2)n1C1CCCCC1 | -5.2 | 0.0 | 0.8 | 1.7
Cc1ccc2c(=O)c(CN3CCCCCC3)c(C)[nH]c2c1C | 0.1 | 0.0 | 2.3 | 4.6
COc1ccc(/C=C/CN2CCC[C@@H]3CN(C(=O)c4ccccn4)CC[C@@H]32)cc1 | -6.1 | 0.0 | -0.6 | 16.4
CN1C(=O)C(O)(CC(=O)c2ccc(C3CCCCC3)cc2)c2ccccc21 (stereo unspecified) | -15.8 | 0.0 | -1.2 | -2.1
Cc1ccccc1NC(=O)Cn1cnc2c(cnn2-c2ccc(Cl)cc2)c1=O | 3.7 | 0.1 | -0.7 | 6.2
COc1cc2c(cc1OC)C(C(=O)NCc1cccs1)C(c1cccs1)N(C)C2=O (stereo unspecified) | -7.8 | 0.0 | 0.7 | -3.0
COCc1[nH]nc2c1C(c1cccc3ccccc13)C(C#N)=C(N)O2 (stereo unspecified) | 4.9 | 0.1 | 1.2 | 14.2
Cn1c(Nc2nc3ccc(C(=O)NC4CCN(Cc5ccccc5)CC4)cc3s2)nc2ccccc21 | -3.0 | 0.0 | 3.4 | 7.2

2 compounds from above, reduced to MITF primary and TEAD-YAP block:
Molecule	MITF primary	TEAD-YAP block
COc1ccc(/C=C/CN2CCC[C@@H]3CN(C(=O)c4ccccn4)CC[C@@H]32)cc1	16.4	-6.1
CN1C(=O)C(O)(CC(=O)c2ccc(C3CCCCC3)cc2)c2ccccc21 (stereo unspecified)	-2.1	-15.8

Carrying on.
mol | TEAD-YAP block | FBW7 act | GPR151 activ | MITF primary
CCOc1cc(/C=C2\C(=O)NC(=O)N(Cc3ccccc3)C2=O)ccc1O | 1.9 | -0.1 | -0.6 | -0.3
O=Cc1cn(CCC(=O)O)nc1-c1ccc(Cl)cc1 | 6.1 | 1.5 | -1.3 | 13.3
COC(=O)c1ccccc1NC(=O)c1cc(-c2ccccc2O)no1 | -8.9 | 0.1 | 1.4 | -8.9
O=C(N/C(=C\c1ccco1)C(=O)N1CCOCC1)c1ccccc1Cl | 2.3 | -0.1 | 1.6 | -5.8
Cc1ccoc1C(=O)N1CCC(C2(CCC(C)C)NC(=O)NC2=O)CC1 (stereo unspecified) | -5.9 | 0.1 | -1.0 | 5.9
O=C(Nc1ccc(Oc2ccccc2)cc1)C1CCCN1C(=O)OCc1ccccc1 (stereo unspecified) | -3.6 | -0.1 | 2.2 | 0.1
Cc1noc(NS(=O)(=O)c2ccc(NC(=O)/C=C/c3ccc(Cl)cc3)cc2)c1C | -5.0 | -0.3 | 1.7 | 2.7
CCC(Cc1ccccc1)NC(=O)/C(=C/c1ccccc1)NC(C)=O (stereo unspecified) | -11.2 | 0.7 | 1.1 | -20.2
O=C(NNC(=O)c1ccco1)c1ccc([N+](=O)[O-])cc1 | -7.9 | -0.1 | -0.4 | -0.6
COc1ccc(Nc2nc3nonc3nc2Nc2c(C)n(C)n(-c3ccccc3)c2=O)cc1 | 12.0 | 0.1 | 1.2 | -2.3
O=C(CCc1ccccc1)NC(=S)NCc1ccco1 | -19.7 | -0.2 | -0.1 | 5.2
CCn1nc(CC(=O)Nc2ccc(Cc3ccncc3)cc2)c2ccccc2c1=O | 2.6 | 0.1 | -1.2 | -6.3
COCCOC(=O)N1CCC(C(=O)NC(c2ccccn2)c2ccccc2C)CC1 (stereo unspecified) | 1.1 | 0.3 | 0.1 | -12.0
COc1ccc(CNCc2c(C(=O)O)[nH]c3ccccc23)cc1 | -5.5 | -0.1 | 4.4 | 1.3
CCN(CC)c1cc(Oc2ccccc2)ncn1 | -32.0 | 0.0 | 1.6 | -11.6
Clc1cc(N2CCN(c3ccccc3)CC2)c(Cl)nn1 | -0.1 | 0.2 | 1.3 | 6.9
CCCCc1ccc(NC(=O)CSc2nncn2-n2cccc2)cc1 | 4.5 | 0.2 | -0.1 | 13.6
COc1cc(S(=O)(=O)Nc2ccccc2)ccc1NC(=O)c1ccccc1Cl | 15.1 | -0.3 | 0.6 | 0.3
CCOC(=O)c1nnn(CC(=O)Nc2ccc(OCC)cc2)c1C(=O)OCC | 0.1 | -0.4 | 0.1 | -5.2
CCOC(=O)C1=C(C)NC(C)=C(C(=O)OCC)C1c1ccc(Cl)c(Cl)c1 | -0.2 | 0.3 | -1.3 | 0.8
COc1ccc(OC)c(NC(=O)CSc2ccc(-c3ccccn3)nn2)c1 | -0.6 | -1.8 | -2.6 | 40.7
Cc1sc2ncnc(NCc3ccncc3)c2c1C | -0.1 | -0.1 | 1.0 | 1.9
Cn1cc(C(=O)N/N=C/C=C(\Br)c2ccccc2)ccc1=O | 11.0 | -0.1 | -0.1 | -0.6
Cc1cc(NC(=O)CN2CCN(C)CC2)no1 | -14.7 | 0.0 | 1.1 | 1.2
O=C(NCCc1ccccc1)c1nc2c(nnn2Cc2ccccc2Cl)c(=O)[nH]1 | 2.7 | -0.1 | -0.3 | -7.9
COc1ccc(/C=N/N=C2\NC(=O)C(CC(=O)NC(N)=O)S2)cc1 (stereo unspecified) | 1.1 | 0.0 | -0.3 | 4.4
CCOc1ccc(-c2cc(C3CC3)c(C#N)c(N)c2C#N)cc1 | 21.1 | 0.1 | -1.4 | 3.0
COc1ccc2c(c1)CC(c1nc3c(C)c(C)c(-c4ncnc5[nH]ccc45)cc3[nH]1)CO2 (stereo unspecified) | 8.4 | 0.0 | 0.4 | 23.1
O=C(NCc1ccco1)c1n[nH]c(=O)c2ccccc12 | 4.3 | 0.0 | -0.5 | -2.4
Cc1nc2c([nH]1)C1(CCN(Cc3ccccc3)CC1)C(C#N)=C(N)O2 | 8.8 | -0.1 | -0.5 | 8.4
CCC(=O)Nc1ccc(F)c(Cl)c1 | -1.1 | 0.3 | -0.5 | 9.2
CC(=O)c1ccc(NC(=O)c2cc(-c3ccc(F)cc3)on2)cc1 | -9.0 | 0.0 | 0.4 | -2.5
Cc1cc(N2C(=O)c3ccc(F)cc3C2=O)no1 | -3.0 | -0.1 | 0.3 | 4.0
